TNAP inh no acc: inhibitors of human TNAP without phosphate acceptor; P05186; purified TNAP, CDP-star luminescence, 30 min; actives 0.26% (n = 200,000); inhibition, % at 20 µM;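 active = tissue-nonspecific alkaline phosphatase inhibition above about 50% at 20 µM in the single-dose screen, limit read from the data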;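 also: 0% = DMSO negative control and 100% = EDTA positive control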
Target sequence (P05186 whole entry, looked up): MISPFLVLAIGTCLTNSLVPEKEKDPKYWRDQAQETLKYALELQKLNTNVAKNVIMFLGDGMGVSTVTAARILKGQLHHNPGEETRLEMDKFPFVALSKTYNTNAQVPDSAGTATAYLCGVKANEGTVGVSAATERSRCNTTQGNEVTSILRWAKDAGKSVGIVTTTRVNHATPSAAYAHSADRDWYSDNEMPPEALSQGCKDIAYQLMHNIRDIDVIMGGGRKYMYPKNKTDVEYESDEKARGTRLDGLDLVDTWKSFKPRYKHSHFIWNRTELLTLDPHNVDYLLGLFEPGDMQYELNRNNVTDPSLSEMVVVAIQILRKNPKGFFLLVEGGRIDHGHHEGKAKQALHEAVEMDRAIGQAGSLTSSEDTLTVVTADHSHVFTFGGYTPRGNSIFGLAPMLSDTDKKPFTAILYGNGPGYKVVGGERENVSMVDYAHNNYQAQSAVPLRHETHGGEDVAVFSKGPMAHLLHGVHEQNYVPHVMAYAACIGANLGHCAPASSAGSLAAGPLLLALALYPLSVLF
PMI act hi M6P: increases human PMI activity with near-saturating mannose 6-phosphate; P34949; coupled PMI enzyme assay, resazurin fluorescence, 20 min; active compounds read high; 1 = untreated enzyme, 0 = substrate-free blank; activation factor at 20 µM; actives 0.34% (n = 190,000); AID 1216;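 active = activation factor of 2 or more at 20 µM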
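assay system = human phosphomannose isomerase with PGI, G6PDH, diaphorase coupling enzymes | quantity = 15 ng/mL PMI | incubation = enzyme reaction with compound 20 min at room temperature | medium = HEPES pH 7.4 buffer with MgCl2 and Tween-20 | compound dosing = one concentration, 20 µM, in 1% DMSO | measured by = Diaphorase-driven resazurin-to-resorufin fluorescence, excitation 544, emission 590 nm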
HMGR II inh: inhibitors of class II HMG-CoA reductase from Enterococcus faecalis. purified E. faecalis HMGR, NADPH absorbance 340 nm kinetic. inhibition, % at 10 µM. actives 0.41% (n = 190,000). AID 1066;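 active = inhibition above a set limit, the median over all tested compounds plus 3 SD, cut at about 9.5% in these data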;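 also: enzyme runs in reverse so mevalonate oxidation gives rising NADPH absorbance; 0% = complete reaction with DMSO and 100% = background rate lacking mevalonate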
Redox H2O2 prof: compounds producing H2O2 with reducing agent – biochemical, NIH compound library profiling, artefact control for MLSCN library redox annotation, primary screen; DTT-dependent redox cycling H2O2, phenol red/HRP absorbance; 100% = 100 µM peroxide control, 0% = buffer; activation, % at 10 µM; actives 0.03% (n = 200,000);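 active = activation of at least 50% relative to the plate's high and low controls in the primary single-dose screen; inactive = activation below 50%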;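 also: compound incubated with DTT at 0.8 mM final as the reducing agent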
S1P3 antagonist: antagonists of human S1P3 receptor | actives 0.27% (n = 170,000) | inhibition, % at 4.98 µM | Q99500 | CHO S1P3 NFAT-BLA reporter, FRET fluorescence, antagonist mode;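 active = inhibition above the plate cutoff, the mean inhibition of test wells on that plate plus 3 SD, cut at about 28% in these data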;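 also: cells challenged with S1P at its EC80 of 0.8 µM; blue over green emission ratio from cleaved BLA substrate after 4 h stimulation; 0% = S1P-stimulated wells and 100% = unstimulated DMSO-only wells; some compounds past the cut are filed as inactive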
Target sequence (Q99500 whole entry, looked up): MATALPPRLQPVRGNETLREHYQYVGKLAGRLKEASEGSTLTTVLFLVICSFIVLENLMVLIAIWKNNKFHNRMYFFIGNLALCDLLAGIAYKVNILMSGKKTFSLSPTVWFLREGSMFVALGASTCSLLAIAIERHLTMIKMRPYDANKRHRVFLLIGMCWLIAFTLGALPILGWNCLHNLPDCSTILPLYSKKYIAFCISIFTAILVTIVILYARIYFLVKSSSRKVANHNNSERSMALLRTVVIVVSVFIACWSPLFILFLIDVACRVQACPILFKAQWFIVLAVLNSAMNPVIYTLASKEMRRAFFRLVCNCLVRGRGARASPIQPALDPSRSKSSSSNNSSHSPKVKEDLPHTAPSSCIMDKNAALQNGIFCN
TNAP inh hi DEA: inhibitors of human TNAP at high phosphate acceptor concentration. actives 0.03% (n = 200,000). purified TNAP, CDP-star luminescence, 1 M DEA. AID 1135. inhibition, % at 20 µM;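 active = over 50% inhibition of tissue-nonspecific alkaline phosphatase at 20 µM in the single-dose screen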;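 also: plate controls were DMSO wells for no effect and EDTA-quenched wells as full inhibition for full effect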
L major viab: inhibitors of Leishmania major promastigote growth. Leishmania major promastigotes, resazurin fluorescence viability. inhibition, % at 10 µM. actives 9% (n = 200,000). AID 1063; in the data active = inhibition above about 50%;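 also: promastigotes grown with compound for 44 hours at 28 °C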
PMI act: phosphomannose isomerase (human) activation | P34949 | purified human PMI, coupled resazurin fluorescence, 20 min; active compounds read high; 1 = vehicle control, 0 substrate-free wells | activation factor at 20 µM | actives 0.005% (n = 190,000);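 active = activation factor of 2 or more at 20 µM, relative to plate controls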
Hsp70 act: switches on Hsp70 transcription; activation, % at 10 µM; HeLa Hsp70 promoter luciferase reporter, luminescence; scaled: vehicle 0, proteasome-inhibitor control 100%; actives 0.04% (n = 200,000);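 active = activation above the mean across all tested compounds plus 3 SD, cutoff set per campaign, cut at about 5.5% in these data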;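 also: 100% = MG132 at 30 µM as the positive control and 0% = DMSO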
RAM inhibit: blocks the yeast RAM network | S. cerevisiae dse1pr::URA3 reporter, 5-FOA growth OD615, 2 d; analog-sensitive cbk1-as2 kinase mutant strain | inhibition, % at 50 µM | actives 1.8% (n = 190,000);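 active = inhibition above a set limit, 3 SD over mean compound inhibition, cut at about 8.4% in these data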;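 also: 0% = DMSO-only wells with no growth and 100% = 10 µM 1-NA-PP1 full growth; inhibition rescues growth on 5-FOA so higher OD means more RAM inhibition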
* = called active by the depositor.

How did Cc1ccc(OCCCN2C(=O)C(=O)c3cccc(C)c32)cc1 do in these assays?
TNAP inh no acc: -2; PMI act hi M6P: 0.8; HMGR II inh: 0; Redox H2O2 prof: -1.4; TNAP inh hi DEA: -2; L major viab: 4; PMI act: 0.9; Hsp70 act: -0.1; RAM inhibit: 1.5

How did Cc1csc(NC(=O)[C@@H](NC(=O)c2ccccc2)C(C)C)n1 do in these assays?
TNAP inh no acc: -10; PMI act hi M6P: 1; HMGR II inh: -7; Redox H2O2 prof: -1.0; S1P3 antagonist: 2; TNAP inh hi DEA: -5; L major viab: 4; PMI act: 1; Hsp70 act: 0.0; RAM inhibit: 0.7

Results for CCN(C(=O)c1cccc(F)c1)c1ccccc1C ?
TNAP inh no acc: -4; PMI act hi M6P: 0.9; HMGR II inh: -3; Redox H2O2 prof: 3.1; TNAP inh hi DEA: 2; L major viab: -1; PMI act: 0.9; Hsp70 act: -0.3; RAM inhibit: 0.7

Results for CCc1ccc(N(C2C=CS(=O)(=O)C2)S(=O)(=O)c2ccccc2)cc1 (centres undefined) ?
TNAP inh no acc: -2; PMI act hi M6P: 1; HMGR II inh: -1; Redox H2O2 prof: 0.6; S1P3 antagonist: -1; TNAP inh hi DEA: 4; L major viab: 59*; PMI act: 0.9; Hsp70 act: -0.2; RAM inhibit: 2.4

How did O=C(Nc1cccnc1Cl)c1cc([N+](=O)[O-])ccc1Cl do in these assays?
TNAP inh no acc: -4; PMI act hi M6P: 1; HMGR II inh: -2; Redox H2O2 prof: 3.9; S1P3 antagonist: -6; TNAP inh hi DEA: 2; L major viab: 20; PMI act: 1; Hsp70 act: -0.3; RAM inhibit: 4.4

What do the screens show for `CS(=O)(=O)C1=C(O)C(=O)N(CCCC(=O)O)C1c1ccccc1F` (centres undefined)?
TNAP inh no acc: -9; PMI act hi M6P: 0.9; HMGR II inh: -1; Redox H2O2 prof: 0.3; S1P3 antagonist: -14; TNAP inh hi DEA: -1; L major viab: -3; PMI act: 1; Hsp70 act: -0.1; RAM inhibit: 2.0

Results for CN(C(N)=S)c1ccccc1 ?
TNAP inh no acc: -1; PMI act hi M6P: 1.1; HMGR II inh: -2; Redox H2O2 prof: -9.6; TNAP inh hi DEA: -4; L major viab: -9; PMI act: 1.1; Hsp70 act: -0.2; RAM inhibit: 0.8

How did O=C(CSc1nc2ccccc2c(=O)n1CC1CCCO1)N1CCN(c2ccccc2)CC1 (centres undefined) do in these assays?
Redox H2O2 prof: -0.7; S1P3 antagonist: -2; L major viab: 16; Hsp70 act: -0.2

How did CCOC(=O)C1(Cc2cccc(OC)c2)CCN(Cc2ccccc2)CC1 do in these assays?
TNAP inh no acc: -6; PMI act hi M6P: 1; HMGR II inh: -2; Redox H2O2 prof: -0.8; S1P3 antagonist: -3; TNAP inh hi DEA: -3; L major viab: 27; PMI act: 0.9; Hsp70 act: 0.0; RAM inhibit: -0.2

How did O=C(CNC(=O)c1ccco1)Nc1ccc(F)cc1 do in these assays?
TNAP inh no acc: -6; PMI act hi M6P: 1; HMGR II inh: 1; Redox H2O2 prof: 0.1; S1P3 antagonist: 6; TNAP inh hi DEA: 1; L major viab: -6; PMI act: 1; Hsp70 act: 0.0; RAM inhibit: 0.8

What do the screens show for `CC(=O)C1=C(C)NC(SCC(=O)c2ccccc2)=C(C#N)C1CC(C)C` (centres undefined)?
TNAP inh no acc: -6; PMI act hi M6P: 1.4; HMGR II inh: -6; Redox H2O2 prof: 0.5; S1P3 antagonist: -24; TNAP inh hi DEA: -2; L major viab: 13; PMI act: 1.2; Hsp70 act: 0.1; RAM inhibit: 4.6

What do the screens show for `Cc1ccc(S(=O)(=O)Cn2nnnc2C(c2ccccc2)N2CCN(c3ncccn3)CC2)cc1` (centres undefined)?
TNAP inh no acc: -7; PMI act hi M6P: 0.9; HMGR II inh: 2; Redox H2O2 prof: -0.4; S1P3 antagonist: 5; TNAP inh hi DEA: -4; L major viab: 49; PMI act: 0.9; Hsp70 act: -0.2; RAM inhibit: 3.0

Results for Cn1cnnc1SC(C(=O)Nc1cc(Cl)cc(Cl)c1)c1ccccc1 (centres undefined) ?
TNAP inh no acc: -11; PMI act hi M6P: 0.7; HMGR II inh: 2; Redox H2O2 prof: 1.3; TNAP inh hi DEA: 3; L major viab: -6; PMI act: 0.8; Hsp70 act: -0.1; RAM inhibit: 4.9

Results for CCN(CC(=O)NCc1ccc(F)cc1)CC(=O)Nc1ccc(S(=O)(=O)N2CCCC2)cc1 ?
TNAP inh no acc: 14; PMI act hi M6P: 1; HMGR II inh: -4; Redox H2O2 prof: -1.4; S1P3 antagonist: -11; TNAP inh hi DEA: 4; L major viab: 98*; PMI act: 1; Hsp70 act: 0.2; RAM inhibit: 0.8

Results for COc1ccc(-c2nc3cnccn3c2NC(C)(C)CC(C)(C)C)cc1O ?
TNAP inh no acc: -12; PMI act hi M6P: 1; HMGR II inh: 3; Redox H2O2 prof: -1.9; S1P3 antagonist: -11; TNAP inh hi DEA: -5; L major viab: 33; PMI act: 0.9; Hsp70 act: -0.1; RAM inhibit: -0.4

What do the screens show for `O=C(C/C=N/OCc1c(Cl)cccc1Cl)c1cnc(-c2ccccc2)s1`?
TNAP inh no acc: -4; PMI act hi M6P: 0.9; HMGR II inh: 0; Redox H2O2 prof: 2.1; TNAP inh hi DEA: 1; L major viab: -4; PMI act: 0.9; Hsp70 act: -0.6; RAM inhibit: 4.8

Results for O=C1CN(c2nc(-c3cccnc3)nc3scc(-c4ccccc4)c23)CCN1 ?
TNAP inh no acc: 1; PMI act hi M6P: 1.1; HMGR II inh: -10; Redox H2O2 prof: -0.1; S1P3 antagonist: -16; TNAP inh hi DEA: 0; L major viab: 27; PMI act: 1.2; Hsp70 act: -0.1; RAM inhibit: 0.7

Results for CCOc1ccc(CN2CCNC(=O)C2CC(=O)NCCC2=CCCCC2)cc1 (centres undefined) ?
TNAP inh no acc: -6; PMI act hi M6P: 0.7; HMGR II inh: 0; Redox H2O2 prof: -0.2; S1P3 antagonist: 3; TNAP inh hi DEA: -2; L major viab: -5; PMI act: 0.9; Hsp70 act: -0.2; RAM inhibit: -0.1

What do the screens show for `CCCCOC(=O)c1ccc(NC(=S)NC(=O)c2c(Cl)cnn2CC)cc1`?
TNAP inh no acc: 10; PMI act hi M6P: 0.8; HMGR II inh: 5; Redox H2O2 prof: -3.7; TNAP inh hi DEA: 8; L major viab: 5; PMI act: 0.8; Hsp70 act: -0.3; RAM inhibit: 8.2

What do the screens show for `Cc1ccc(N2C(=O)c3ccccc3C2(O)c2ncc[nH]2)cc1` (centres undefined)?
TNAP inh no acc: -9; PMI act hi M6P: 0.9; HMGR II inh: -1; Redox H2O2 prof: -0.6; S1P3 antagonist: -25; TNAP inh hi DEA: -5; L major viab: -2; PMI act: 0.9; Hsp70 act: -0.3; RAM inhibit: 1.3

What do the screens show for `O=C(NC12CC3CC(CC(C3)C1)C2)c1ccc(=O)oc1`?
TNAP inh no acc: -15; PMI act hi M6P: 1.1; HMGR II inh: 2; Redox H2O2 prof: -1.7; S1P3 antagonist: 7; TNAP inh hi DEA: -6; L major viab: -1; PMI act: 1.1; Hsp70 act: 0.2; RAM inhibit: 8.7*

How did Cn1c(=O)[nH]c(=O)c2[nH]c(NCCCN3CCOCC3)nc21 do in these assays?
TNAP inh no acc: -5; PMI act hi M6P: 0.8; HMGR II inh: -5; Redox H2O2 prof: 0.5; TNAP inh hi DEA: 1; L major viab: -8; PMI act: 0.8; Hsp70 act: -0.3; RAM inhibit: 3.6

Results for CCOC(=O)C(C)Sc1nnc(NC(=O)c2ccc3c(c2)OCO3)s1 (centres undefined) ?
TNAP inh no acc: -10; PMI act hi M6P: 1.1; HMGR II inh: -5; Redox H2O2 prof: 0.0; S1P3 antagonist: 1; TNAP inh hi DEA: -1; L major viab: -5; PMI act: 1.2; Hsp70 act: -0.3; RAM inhibit: 2.7

Results for O=C(COc1cccnc1[N+](=O)[O-])NCCc1ccc(F)cc1 ?
TNAP inh no acc: -11; PMI act hi M6P: 1; HMGR II inh: -5; Redox H2O2 prof: 0.3; S1P3 antagonist: 1; TNAP inh hi DEA: -4; L major viab: 2; PMI act: 1; Hsp70 act: -0.1; RAM inhibit: 3.8

What do the screens show for `Cc1csc(NC(=O)CSc2nsc(SCC(=O)Nc3nc(C)cs3)c2C#N)n1`?
TNAP inh no acc: -24; PMI act hi M6P: 0.9; HMGR II inh: 0; Redox H2O2 prof: 0.4; TNAP inh hi DEA: -2; L major viab: 15; PMI act: 0.9; Hsp70 act: 0.2; RAM inhibit: 4.7

Results for CCOC(=O)C1(O)CC(C)=NN1C(=O)c1cccc(Cl)c1 (centres undefined) ?
TNAP inh no acc: -20; PMI act hi M6P: 1; HMGR II inh: -1; Redox H2O2 prof: 0.0; S1P3 antagonist: 7; TNAP inh hi DEA: -1; L major viab: -11; PMI act: 1.1; Hsp70 act: -0.3; RAM inhibit: 0.8

Results for Cc1sc2nc(SCC(=O)NCCO)n(C)c(=O)c2c1C ?
TNAP inh no acc: -5; PMI act hi M6P: 0.9; HMGR II inh: -3; Redox H2O2 prof: 0.1; TNAP inh hi DEA: -2; L major viab: 9; PMI act: 0.9; Hsp70 act: -0.3; RAM inhibit: 1.6

How did c1ccc(-c2csc3ncnc(NCC4COc5ccccc5O4)c23)cc1 (centres undefined) do in these assays?
TNAP inh no acc: -13; PMI act hi M6P: 0.9; HMGR II inh: -5; Redox H2O2 prof: 0.8; S1P3 antagonist: 37*; TNAP inh hi DEA: -5; L major viab: 17; PMI act: 0.9; Hsp70 act: 0.0; RAM inhibit: 6.2

Results for CC(=O)Nc1cccc(NC(=O)CSc2nc(C)c(C)c(C)c2C#N)c1 ?
TNAP inh no acc: -10; PMI act hi M6P: 1.1; HMGR II inh: -1; Redox H2O2 prof: -0.6; TNAP inh hi DEA: -4; L major viab: -3; PMI act: 0.9; Hsp70 act: -0.4; RAM inhibit: 1.7

How did CSCCC(Nc1nc2ccccc2s1)C(=O)O (centres undefined) do in these assays?
TNAP inh no acc: -5; PMI act hi M6P: 0.9; HMGR II inh: 1; Redox H2O2 prof: 0.6; S1P3 antagonist: -20; TNAP inh hi DEA: 0; L major viab: -5; PMI act: 0.8; Hsp70 act: -0.5; RAM inhibit: 0.9

Compounds as they come; about 12% have a hit in one of these screens.
